SR-BI DiI-HDL act: SR-BI HDL lipid transfer activation; CHO ldlA[mSR-BI] cells, DiI-HDL uptake fluorescence, 3 h; 100 = double the neutral-control signal; activation, % at 12.5 µM; AID 504775; 320,000 tested, 0.096% active;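 active = mean replicate activation of at least 60% and every replicate at or above 60%; inconclusive = mean or all-replicate condition met, but not both; inactive = mean below 60% and not all replicates reaching 60%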;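 also: 0% = median plate neutral-control signal and 100% = twice that signal; values of inactives mirror those of a sister screen read the other way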
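System: LDL receptor-deficient CHO ldlA cells overexpressing murine SR-BI | Timing: 3 h uptake period with compound, 37 °C | Medium: HEPES-buffered (25 mM, pH 7.4) F12 plus 0.5% BSA | Dosing: Single-point compound dose | Signal: Bottom-read fluorescence, 550/595 nm | Read-out: Retained DiI signal reflecting DiI-HDL uptake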
PfHsp90 yeast 2: inhibits growth of yeast expressing Plasmodium falciparum Hsp90 | S. cerevisiae expressing PfHsp90, BacTiter-Glo ATP, 48 h; yeast lacking PDR1 and PDR3 efflux regulators | inhibition, % at 9.4 µM | 310,000 tested, 0.32% active;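 active = every replicate shows inhibition above about 80%, whatever the replicate mean, limit read from the data; inconclusive = mean inhibition reaches the set limit but some replicate falls short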;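 also: 0% = DMSO neutral controls and 100% = 20 µM radicicol positive controls; yeast relying on Plasmodium falciparum Hsp90 in place of its own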
dFosB act: mouse delta FosB homodimer activation; P13346; purified delta FosB, TAMRA-CDK5 oligo fluorescence polarization; percent of positive-control signal above neutral wells; activation, % at 25 µM; 340,000 tested, 0.99% active;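 active = mean activation above about 17%, with every replicate also reaching it, limit read from the data, passing the limit was not always enough; inconclusive = only one of the two conditions met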;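 also: fluorescence polarization rise as delta FosB binds a TAMRA Cdk5 AP-1 oligo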
Target sequence (P13346 whole entry, looked up): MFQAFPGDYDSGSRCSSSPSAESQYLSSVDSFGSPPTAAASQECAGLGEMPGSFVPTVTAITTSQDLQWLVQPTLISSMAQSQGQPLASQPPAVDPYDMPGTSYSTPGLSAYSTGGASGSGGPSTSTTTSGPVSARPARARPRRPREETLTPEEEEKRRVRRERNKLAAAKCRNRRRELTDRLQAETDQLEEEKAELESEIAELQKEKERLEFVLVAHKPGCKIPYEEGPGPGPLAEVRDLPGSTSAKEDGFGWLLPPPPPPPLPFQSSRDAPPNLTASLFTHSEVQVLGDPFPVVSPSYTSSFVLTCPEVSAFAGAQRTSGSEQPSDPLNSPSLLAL
CAL PDZ FP-1: CAL PDZ (human) peptide binding inhibition | Q9HD26 | purified CAL PDZ, TMR-peptide fluorescence polarization, 1 h | AID 602252 | inhibition, % at 24.9 µM | 300,000 tested, 0.92% active;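 active = mean inhibition of at least 30% with at least half of replicates also reaching 30%; inconclusive = no clear call, values can overlap the other calls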;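 also: 0% = DMSO neutral control and 100% = excess unlabeled competitor peptide PRC23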
NSD2 HMT inh: blocks human histone methyltransferase NSD2; O96028; AID 743445; NSD2 peptide methylation, AlphaScreen, 120 min; 310,000 tested, 0.54% active; inhibition, % at 12.5 µM; in the data active = inhibition above about 50%
MITF TRPM1 HTS: activators of MITF-driven TRPM1 promoter activity in SK-MEL-5 cells. AID 588334. SK-MEL-5 TRPM1-promoter luciferase, 24 h; % of positive control, neutral wells = 0. 300,000 tested, 0.75% active. activation, % at 12.5 µM;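 active = mean activation of at least 80% with every replicate also reaching 80%; inconclusive = mean reaches 80% but some replicate falls short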;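 also: 0% = neutral control wells and 100% = parthenolide positive control wells; values of inactives mirror those of a sister screen read the other way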
SR-BI DiI inh: blocks mouse SR-BI lipid uptake from DiI-HDL; Q61009; inhibition, % at 12.5 µM; ldlA[mSR-BI] CHO cells, DiI-HDL uptake fluorescence, 3 h; 320,000 tested, 0.96% active;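 active = mean replicate inhibition of at least 70% and a set share of replicates each scoring 70 or more; inconclusive = meets just one of the two criteria; inactive = fails both criteria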;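 also: 0% = median of neutral control wells and 100% = median of positive control wells; values of inactives mirror those of a sister screen read the other way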
Rtt109 HAT inh: inhibitors of Candida albicans Rtt109/Vps75 histone acetyltransferase | 330,000 tested, 0.16% active | AID 540336 | inhibition, % at 34.9 µM | purified Rtt109/Vps75, ThioGlo CoA-SH fluorescence, 4 h | Q5AAJ8;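 active = inhibition of at least 50% in every replicate; inconclusive = best replicate reaches 50% inhibition but some replicates fall short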
Target sequence (Q5AAJ8 whole entry, looked up): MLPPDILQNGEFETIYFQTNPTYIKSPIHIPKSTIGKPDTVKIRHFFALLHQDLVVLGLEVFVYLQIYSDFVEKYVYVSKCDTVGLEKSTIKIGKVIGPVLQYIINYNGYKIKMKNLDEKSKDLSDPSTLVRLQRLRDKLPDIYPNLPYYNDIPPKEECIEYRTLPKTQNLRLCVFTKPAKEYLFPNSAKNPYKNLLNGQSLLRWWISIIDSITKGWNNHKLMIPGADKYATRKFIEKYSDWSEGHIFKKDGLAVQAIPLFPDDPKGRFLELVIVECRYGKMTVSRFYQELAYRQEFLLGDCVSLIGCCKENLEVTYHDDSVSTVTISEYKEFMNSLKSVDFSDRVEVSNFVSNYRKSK
CAL PDZ FP-2: inhibitors of human CAL PDZ peptide binding. Q9HD26. purified CAL PDZ, TMR-peptide fluorescence polarization, 1 h. inhibition, % at 20 µM. 330,000 tested, 0.02% active. AID 504414;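 active = highest replicate inhibition of at least 40%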;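 also: plate controls were DMSO neutral control wells for no effect and unlabeled competitor peptide control wells for full effect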
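Test system: tagged CAL PDZ domain / Buffer or medium: sodium phosphate/NaCl buffer pH 7.4 with TCEP, IgG, Thesit / Reagent: TMR-labelled reporter peptide T*-PRC34 bound in PDZ groove / Compound dosing: single point, 20 µM / Schedule: 1 h incubation at room temperature before polarization reading / Technique: fluorescence polarization (mP) / Benchmarks: unlabelled peptide, DMSO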
PvdQ inh: P. aeruginosa PvdQ acylase inhibition; purified PvdQ acylase, fluorescence plate reader; inhibition, % at 10 µM; 340,000 tested, 0.063% active; in the data active = inhibition above about 30%, passing the limit was not always enough; inconclusive = no clear call, values can overlap the other calls;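 also: 0% = vehicle neutral wells and 100% = reference inhibitor wells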
Numbers without * were called inactive; ? = inconclusive; nt = no result given.

#	Structure	SR-BI DiI-HDL act	PfHsp90 yeast 2	dFosB act	CAL PDZ FP-1	NSD2 HMT inh	MITF TRPM1 HTS	SR-BI DiI inh	Rtt109 HAT inh	CAL PDZ FP-2	PvdQ inh
1	N#Cc1c(-c2ccc(Cl)cc2)ccn2nc(CCC(=O)O)nc12	8	-3	-5	-2	0	2	-8	2	0.3	-10
2	O=C(c1cccs1)N1CCN(C(=O)C2CCCO2)CC1 (configuration not stated)	4	13	2	nt	4	10	-4	3	-2.4	-15
3	CC(=O)c1ccccc1C(=O)N1CCC(n2nccc2NC(=O)C2CC2)CC1	20	-7	-4	0	-1	-4	-20	-5	-2.1	-21
4	COc1cccc(OCC(=O)NCC2CCCO2)c1 (configuration not stated)	26	-4	-5	11	-2	-4	-26	-6	0.6	-7
5	Cc1ccc(CCN2CC(C(=O)NCCCN(C)Cc3ccccc3)CC2=O)cc1 (configuration not stated)	21	-2	-3	-3	-1	2	-21	3	-0.5	-22
6	O=C(COc1ccccc1)Nc1ccccc1N1CCCCC1	-49	-9	-6	-1	-4	0	49	15	0.0	-12
7	CNC(=O)C1CC(=O)N(c2ccc(OCC(=O)Nc3ccccc3)cc2)C1 (configuration not stated)	7	9	-5	nt	3	-3	-7	2	0.0	-8
8	CCS(=O)(=O)N1CCC(C(=O)Oc2ccc(Cl)cc2)CC1	11	-5	-11	-1	-1	nt	-11	0	0.0	-11
9	Cc1cc(C)c(C(=O)COC(=O)c2ccc([N+](=O)[O-])o2)cc1C	-23	-30	-7	-4	-19	-10	24	-1	-0.2	-3
10	COc1ccc(NC(=O)CCc2nnc3ccc(NCc4ccco4)nn23)cc1	-4	7	-4	-1	-9	-13	4	-5	-1.4	-15
11	CC1CCCC(=C\c2ccccc2)/C1=N/O (configuration not stated)	0	5	2	-8	2	7	0	-1	-1.3	-1
12	Cc1cc(-c2ccccc2)n2ncc(-c3ccccc3)c2n1	-19	2	-2	-5	-1	-16	19	0	-0.3	-12
13	CCN(CC)Cc1c(C(=O)N/N=C/c2cccc3ccccc23)nnn1-c1nonc1N	nt	16	-9	-2	nt	nt	nt	1	-0.5	4
14	O=C(Nc1nccs1)c1nc[nH]c1C(=O)N1CCc2ccccc2C1	-10	-6	-1	-3	nt	15	10	-5	0.3	-10
15	CC(C)(C)c1ccc(OCC(=O)OCCNC(=O)c2cccnc2)cc1	2	-2	5	-2	1	1	-2	-5	-2.2	-5
16	C/C(=N\Nc1cccc2cccnc12)c1ccc(C)cc1	7	11	-7	nt	2	67	-7	-5	0.2	0
17	CC(NC(=O)Nc1ccccc1)c1ccccc1 (configuration not stated)	13	-26	-3	nt	-2	nt	-13	1	-0.8	-3
18	COc1cc(C(=S)N2CCCC2)ccc1OS(=O)(=O)c1ccc(NC(C)=O)cc1	32	-5	-6	5	-1	-8	-32	9	-0.9	-4
19	COc1cc(CC(=O)Nc2ccc(S(=O)(=O)NC3=NCCCCC3)cc2)cc(OC)c1OC	nt	-9	-4	-6	-5	-7	nt	-10	-3.2	-13
20	COc1ccc(NC(=O)N2CCN(c3nc4ccccc4n3C(C)C)CC2)cc1	-81	-33	-13	-11	-1	7	81*	-5	-0.3	-6
21	Clc1cccc(Cn2ncc3ccccc32)c1	11	-4	7	-2	3	nt	-11	-6	-1.3	-6
22	Cc1c(NC(=S)NC(NC(=O)C(C)(C)C)C(Cl)(Cl)Cl)c(=O)n(-c2ccccc2)n1C (configuration not stated)	23	5	-13	0	-2	19	-23	nt	-2.1	10
23	Fc1cccc(NC(=S)NCc2cccnc2)c1	39	6	1	-2	-2	3	-39	-1	-0.4	7
24	COc1ccc2c(C)cc(N3CCN(c4ccc(F)cc4)CC3)nc2c1	-61	8	-2	1	3	-6	61	-4	-0.8	20
25	Cc1occc1C(=O)NNS(=O)(=O)c1ccc(Cl)cc1	41	2	-7	-7	-1	7	-41	0	-1.3	-5
26	O=C(c1cnc(-c2ccc(Cl)cc2)s1)c1ccc(Cl)cc1Cl	-2	nt	-9	1	-1	28	2	5	-0.8	9
27	COCCNC(=O)/C(C#N)=C/c1ccc(OCc2ccccc2)cc1	-3	-13	-6	0	-1	45	3	-3	0.1	6
28	CCOC(=O)CN[C@H]1CCC2C3CC=C4C[C@@H](O)CC[C@]4(C)C3CC[C@@]21C (some centres not stated)	0	-3	-27	14	-1	-8	0	-6	-1.1	-13
29	CC(C)(C)c1ccc(Oc2cccc(C3CC(=O)C(C4NCCc5ccccc54)C(=O)C3n3cncn3)c2)cc1 (configuration not stated)	-3	3	-21	-4	5	12	3	-6	-0.3	-7
30	CC(C(=O)OCC(=O)Nc1cccc(S(=O)(=O)N2CCOCC2)c1)N1C(=O)c2ccccc2C1=O (configuration not stated)	-1	-33	-5	nt	1	-15	1	-2	-0.9	-8

#	Structure	SR-BI DiI-HDL act	PfHsp90 yeast 2	dFosB act	CAL PDZ FP-1	NSD2 HMT inh	MITF TRPM1 HTS	SR-BI DiI inh	Rtt109 HAT inh	CAL PDZ FP-2	PvdQ inh
31	O=C(Cn1cc(C(=O)c2ccco2)c2ccccc21)Nc1ccccc1	8	-12	2	-1	-1	0	-8	-8	-2.0	3
32	Cc1ccc(C(c2cc(Cl)c3cccnc3c2O)N2CCN(C)CC2)cc1 (configuration not stated)	-6	107*	-13	7	nt	-10	6	13	-0.7	9
33	CN(C)c1ccc(-c2sc(Nc3ccccc3)n[n+]2-c2ccc(F)cc2)cc1	-24	7	-2	-2	nt	2	24	6	0.4	-7
34	COc1ccccc1NCC(=O)c1ccc(C)c(C)c1	-4	-6	-3	nt	31	4	4	12	0.3	12
35	COc1cc(CN(C)Cc2ccccc2)cc(OC)c1O	8	-23	0	-2	4	-7	-8	-6	0.7	-17
36	CN(Cc1nc2ccccc2c(=O)[nH]1)C(=O)c1cc(C2CC2)nn1-c1ccccc1	-21	40	-4	-7	0	-2	21	-4	-1.3	-12
37	O=C(O)CCCC(=O)Nc1ccc(Oc2ncnc3cc(Cl)ccc23)nc1	-12	4	-2	-3	-1	12	12	-8	0.4	-10
38	CC1Cc2ccccc2N1C(=O)CNc1ccccc1N1CCCCC1 (configuration not stated)	-18	-6	-2	0	0	-9	18	-4	24	-13
39	Cc1cc(C)n(-c2ccc(C(F)(F)F)cc2[N+](=O)[O-])n1	23	8	-1	8	4	-7	-23	3	nt	-8
40	Cc1cccc(CN(C)CCc2ccccn2)c1	22	4	-4	nt	6	5	-22	6	-1.0	2
41	COc1cc(C(=O)NCc2ccccc2)cc(Br)c1OC	-25	-6	4	-2	-3	13	25	1	-2.0	-14
42	N#Cc1ccc(C(=O)Nc2cc(C3CC3)nn2-c2ccccc2)cc1	11	14	2	-3	nt	2	-11	0	-1.0	-5
43	CCCc1cc(NCCN(C)C)n2c(nc3ccccc32)c1C#N	-9	-10	-3	1	1	nt	9	-3	-0.4	-25
44	CN(C)S(=O)(=O)c1cccc(C(=O)OCC(=O)NCc2ccc3c(c2)OCO3)c1	6	2	-4	-3	-4	12	-6	-3	-1.1	-13
45	Cc1c(-c2nn(C)c(=O)c3ccccc23)oc2ccc(F)cc2c1=O	15	6	-2	-1	nt	0	-15	-7	-0.2	2
46	COc1ccc(C2C(C(=O)c3sc(C)nc3C)=C(O)C(=O)N2CCN2CCOCC2)cc1 (configuration not stated)	23	-8	1	-3	0	0	-23	-2	nt	9
47	CCOc1ncccc1C(=O)OCC(=O)N1CCN(S(=O)(=O)c2ccccc2)CC1	-4	2	1	-2	1	7	4	-4	-0.1	-14
48	Oc1c(Br)cc(CNC2CCCCC2)cc1Br	3	-18	0	-2	1	-12	-3	-1	0.8	-6
49	O=C(N/N=C/c1ccc2c(c1)OCO2)c1ccn(Cc2ccc(Cl)cc2)n1	-9	19	7	2	-1	9	9	28	-2.9	4
50	CN(C)[C@@H]1C(=O)C(C(N)=O)=C(O)[C@@]2(O)C(=O)C3=C(O)c4c(O)ccc(Cl)c4[C@@H](O)[C@H]3C[C@@H]12	9	-11	-19	1	nt	-13	-3	3	1.1	-7
51	COc1cc(OC)c(NC(=O)Cc2ccc(OC)c(S(=O)(=O)N3CCOCC3)c2)cc1Cl	-26	-14	1	-4	-1	4	26	2	-2.6	-21
52	CCN(CC)C(=O)CSc1nnc(-c2ccccc2)n1-c1ccccc1	12	-19	-3	0	1	-4	-12	-17	-1.9	-16
53	CS(=O)(=O)NCCSc1cc(C(F)(F)F)nc2ccccc12	4	-10	-1	-6	-1	-3	-4	-3	-1.7	29
54	CCN(CC)S(=O)(=O)c1ccc2oc(Nc3ccc4c(c3)OCCO4)nc2c1	-41	-15	-12	2	-1	7	41	-8	0.3	-4
55	CCN(C(=O)COC(=O)c1cn(-c2ccccc2)nc1-c1ccccc1)C1CCS(=O)(=O)C1 (configuration not stated)	-7	10	-15	-4	-1	9	7	6	-0.9	-9
56	O=C(CCC1CCCCC1)Nc1cccnc1	-9	-5	-6	0	-2	17	9	-6	-1.3	-6
57	CCCCCCCCCCCCC(NC(C)=O)(C(=O)OCC)C(=O)OCC	-3	0	0	-1	-3	-2	3	-8	-1.0	7
58	COc1ccc(S(=O)(=O)NCC2CCCN(C(=O)C=C(C)C)C2)cc1 (configuration not stated)	10	-28	-1	0	-2	2	-10	4	-0.2	-8
59	CCCN(C(=O)COC(=O)c1[nH]c(C)c(C(=O)OC)c1C)c1c(N)n(Cc2ccccc2)c(=O)[nH]c1=O	-73	-34	-6	1	-4	-2	?	4	-2.5	-7
60	COc1ccccc1N1CCN(CC(C)N(C(=O)C2CCCCC2)c2ccccn2)CC1 (configuration not stated)	0	8	-4	-5	-2	1	0	4	-0.7	1

#	Structure	SR-BI DiI-HDL act	PfHsp90 yeast 2	dFosB act	CAL PDZ FP-1	NSD2 HMT inh	MITF TRPM1 HTS	SR-BI DiI inh	Rtt109 HAT inh	CAL PDZ FP-2	PvdQ inh
61	COc1ccc(C2=NN(C(=O)c3cccs3)C(O)(C(F)(F)F)C2)cc1 (configuration not stated)	-58	-15	-14	-4	-1	-7	58	-1	-1.5	-10
62	Cc1cccc(NS(=O)(=O)c2cc3c4c(c2)C(C)C(=O)N4CCC3)c1 (configuration not stated)	-10	10	-16	-1	-1	-6	10	-1	-2.9	-17
63	Cc1cccc(OCC(O)CN2C(C)(C)CC(O)CC2(C)C)c1 (configuration not stated)	8	-24	-6	2	-5	16	-8	2	-1.1	2
64	CCN(Cc1ccccc1)C(=O)Cn1cc2c(n1)CCCC2	6	20	1	-3	nt	2	-6	7	0.7	-1
